KCNH2 3.1 inh = qHTS for Inhibitors of KCHN2 3.1: Mutant qHTS; Potassium voltage-gated channel subfamily H member 2, brain isoform KCNH2 3.1 (human); U2OS KCNH2 3.1, thallium flux FluxOr; hits give low values; activity change, % (tested at about 1.8 µM); 340,000 compounds, 0.95% hits;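 active means maximum activity change below -70%; inconclusive means maximum activity change from -70% to -50%; inactive means maximum activity change above -50%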;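 further: thallium influx rate constant from kinetic fluorescence after stimulation buffer; on the % scale 0 is the no-effect control and ±100 the full control effect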
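FluxOr-based Tl+ influx in U2OS cells transduced with KCNH2 3.1 virus; rate constants normalized to DMSO controls.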
Giardia killer = Small Molecules that selectively kill Giardia lamblia: qHTS; Giardia lamblia trophozoite viability; 340,000 compounds, 0.15% hits; AID 540267, 2011; activity change, % at 7.66 µM, hits read low; in the data active means activity change below about -80%; inconclusive means between about -30% and that limit;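 further: parasites exposed to compound for two days anaerobically before the ATP read; on the % scale 0 is the no-effect control and ±100 the full control effect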
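Luminescent ATP signal served as the viability read-out, measured 15-30 min after adding ATP detection reagent to trophozoites that had been incubated with compounds for 48 hrs at 37 deg C anaerobically at 100 cells/well.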
KCNH2 WT inh = qHTS for Inhibitors of KCHN2 3.1: Wildtype qHTS | Voltage-gated inwardly rectifying potassium channel KCNH2 (Homo sapiens), Q12809 | U2OS, BacMam KCNH2, thallium flux FluxOr; hits give low values | activity change, % at 1.84 µM | 340,000 compounds, 0.37% hits | AID 720551, 2013;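 active means maximum activity change below -70%; inconclusive means maximum activity change between -70% and -50%; inactive means maximum activity change above -50%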; further: on the % scale 0 is the no-effect control and ±100 the full control effect
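U2OS cells were transduced with wild-type KCNH2 virus (2.03 x 10^8 / mL) for 4 h at room temperature, then cultured overnight at 37 C. Thallium flux was read with FluxOr dye. Rate constants were normalized to DMSO controls.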
CXXC DNA block = qHTS Fluorescence Polarization Assay for Inhibitors of MLL CXXC domain - DNA interaction. Histone-lysine N-methyltransferase 2A (Homo sapiens), Q03164. MLL-CXXC / FITC-HOXA9 DNA fluorescence polarization. Potency, µM (titrated, usually from 115 µM), without a hit: at the top dose activity change, negative = inhibition, usual class: inhibitors. 290,000 compounds, 0.037% hits. AID 2662, 2010; active means well fitted inhibition curve with a large enough effect in the polarisation, with a control signal flat, not every such curve was filed as active; inconclusive means small, poorly fitted or top-dose-only effect, or effect the other way, or a change in a side signal; inactive means no such curve, though single readings can be large or run the other way; the % refers to the polarisation; further: potency means the concentration at half of the fitted maximal effect
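Fluorescence polarization: 7 uM MLL-CXXC (stock) preincubated 5 min with compounds, then 50 nM fluorescein-HOX-A9 DNA (stock) added; 30 min ambient. Buffer 50 mM Tris-HCl pH 7.5, 50 mM NaCl, 1 mM DTT, 0.05% BSA.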
Coupling enz = qHTS Assay for Inhibitors of Fructose-1,6-bisphosphate Aldolase from Giardia Lamblia: Coupling assay counterscreen; activity change, negative = inhibition, % at 58.2 µM, hits read low; 290,000 compounds, 0.67% hits; AID 2472, 2010; coupling enzyme system counterscreen, AmpLite Red fluorescence; in the data active means activity change below about -30%; further: on the % scale 0 is the no-effect control and ±100 the full control effect
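Activity here indicates interference with the coupling reaction, not aldolase inhibition. Compounds at 57.5 uM final met coupling enzymes for 10 min at RT; substrate and AmpLite Red detection followed, with a 525/598 nm fluorescence read after 20 min.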
TRPV1 agonist = HTS Assay for Compounds that Act as Agonists of the Vanilloid Receptor 1. TRPV1-expressing cells, Fluo-8 calcium influx, agonist mode. Transient receptor potential cation channel subfamily V member 1 (Homo sapiens), Q8NER1. 320,000 compounds, 0.19% hits. activation, % at 8.33 µM. AID 540275, 2011; in the data active means activation above about 80%; inconclusive means between about 30% and that limit; further: 0% is about no effect
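TRPV1-expressing cells were cultured overnight at 35.5C and loaded with Fluo-8 calcium dye for 40 to 90 min at room temperature. After a 10 s baseline, compound was added and calcium influx was read kinetically for 3 min (ex 480/em 520 nm).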
PKM2 act = qHTS Assay for Activators of Human Muscle isoform 2 Pyruvate Kinase; Pyruvate kinase PKM (Homo sapiens), P14618; purified PKM2, Kinase-Glo ATP luminescence, activation; response scale: 0% is enzyme alone, no compound; Potency, µM (titrated, usually from 57.5 µM), for the others: top-dose activation, actives largely listed as activators; 260,000 compounds, 0.34% hits; AID 1631, 2009; further: potency means the concentration at half of the fitted maximal effect; on the % scale 0 is the no-effect control and ±100 the full control effect; nearly all actives have a fitted effect of over 55% in size
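ATP formation by purified human PK-M2, quantified via coupled luciferase luminescence after 1 h at room temperature with 0.1 mM ADP and 0.5 mM PEP final.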
GALK inh = qHTS Assay for Inhibitors of Human Galactokinase (GALK) | 270,000 compounds, 0.007% hits | Potency, µM (series often up to 57.5 µM), for inactives: at the highest dose activity change, negative = inhibition, actives largely listed as inhibitors | Purified GALK, Kinase-Glo residual ATP luminescence; further: potency means the concentration at half of the fitted maximal effect; on the % scale 0 is the no-effect control and ±100 the full control effect
Target sequence (P51570 whole entry, looked up): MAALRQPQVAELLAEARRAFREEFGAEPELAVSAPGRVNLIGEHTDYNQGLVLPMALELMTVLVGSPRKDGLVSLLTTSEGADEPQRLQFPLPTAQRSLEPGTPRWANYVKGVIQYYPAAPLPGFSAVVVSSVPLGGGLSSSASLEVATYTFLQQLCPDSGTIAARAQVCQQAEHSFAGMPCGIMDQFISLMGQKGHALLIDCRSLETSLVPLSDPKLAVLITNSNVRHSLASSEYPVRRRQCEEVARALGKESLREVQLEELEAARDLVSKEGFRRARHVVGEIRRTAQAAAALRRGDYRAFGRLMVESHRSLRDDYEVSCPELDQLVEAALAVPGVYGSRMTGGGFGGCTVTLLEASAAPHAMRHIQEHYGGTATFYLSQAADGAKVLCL
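Human GALK (5 nM) with 35 uM ATP and 100 uM galactose in 20 mM HEPES pH 8.0, 5 mM MgCl2, 60 mM NaCl, 1 mM DTT, 0.01% BSA. After 1 h at room temperature, leftover ATP was read by Kinase-Glo Plus luminescence.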
USP2a inh = qHTS Assay for Inhibitors of Ubiquitin-specific Protease USP2a Using CHOP2 as the Reporter; Ubiquitin carboxyl-terminal hydrolase 2 (Homo sapiens), O75604; USP2 core, Ub-CHOP2 coupled fluorogenic reporter, 485/531; Potency, µM (doses to about 38.3 µM), for the others: at the highest dose activity change, negative = inhibition, hits mostly inhibitors; 330,000 compounds, 0.01% hits; AID 463254, 2010;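 further: potency means the concentration at half of the fitted maximal effect; plate controls were DMSO wells for no effect and full inhibition by NEM control for full effect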
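Cell-free coupled assay: 10nM USP2 core preincubated 30min RT with compound in Tris-HCl pH 8.0/CaCl2/CHAPS buffer, then 25nM Ub-CHOP2 and 25nM reporter substrate; fluorescence (Ex 485/Em 531) read after 60min RT, normalized to NEM inhibition, concentration-response curves fitted.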
Menin-MLL TR inh = qHTS Assay for Inhibitors Targeting the Menin-MLL Interaction in MLL Related Leukemias: Competition With Texas Red Labeled MLL-derived Mutant Peptide | O00255 | Menin + Texas Red MLL mutant peptide, fluorescence polarization | Potency, µM (top dose mostly 61.6 µM), for inactives: top-dose FP activity change, negative = inhibition, actives largely listed as inhibitors | 270,000 compounds, 0.23% hits | AID 1768, 2009; active means well fitted inhibition curve with a large enough effect in the polarisation, with a control signal flat, not every such curve was filed as active; inconclusive means small, poorly fitted or top-dose-only effect, or effect the other way, or a change in a side signal; inactive means no such curve, though single readings can be large or run the other way; the % refers to the polarisation; further: potency means the concentration at half of the fitted maximal effect; % of control where 0% means no effect; many of its hits are not listed in these tables
B2AR arrestin = qHTS assay of beta-arrestin-biased ligands of beta2-adrenergic receptor. Beta-2 adrenergic receptor (Homo sapiens), P07550. beta-arrestin recruitment to beta2AR, cell-based reporter. Potency, µM (doses to about 46.1 µM), for the others: at the top dose activation, hits mostly activators. 330,000 compounds, 0.02% hits. AID 492947, 2010;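 further: potency means the concentration at half of the fitted maximal effect; 0% = DMSO controls and full agonism = EC100 isoproterenol or metaproterenol; nearly all actives have a fitted effect of over 65% in size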
Target sequence (P07550 whole entry, looked up): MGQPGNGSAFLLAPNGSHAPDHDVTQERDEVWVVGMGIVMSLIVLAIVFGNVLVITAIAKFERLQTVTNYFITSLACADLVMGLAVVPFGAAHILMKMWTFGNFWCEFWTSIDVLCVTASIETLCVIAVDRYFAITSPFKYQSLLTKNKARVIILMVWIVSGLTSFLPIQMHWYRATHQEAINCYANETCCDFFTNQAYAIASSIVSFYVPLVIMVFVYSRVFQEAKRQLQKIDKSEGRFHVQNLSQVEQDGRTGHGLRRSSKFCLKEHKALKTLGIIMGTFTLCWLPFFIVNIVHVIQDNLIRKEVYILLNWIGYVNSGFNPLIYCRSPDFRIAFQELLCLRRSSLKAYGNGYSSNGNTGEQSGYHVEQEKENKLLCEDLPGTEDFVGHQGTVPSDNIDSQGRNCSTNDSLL
* marks the source's active call; other numbers are inactive results; ? = inconclusive; . = not tested or not shown; [ ] = remark or other dose. Unless noted, the call rests on the fitted dose curve; in most records, active means well fitted curve in the direction sought with a large enough effect; inconclusive means small, poorly fitted or top-dose-only effect, or another doubt; inactive means no such curve, though single readings can be large; an effect the other way counts as inactive or inconclusive. A portion of the library, so the mix of outcomes need not match the whole.

SMILES | KCNH2 3.1 inh | Giardia killer | KCNH2 WT inh | CXXC DNA block | Coupling enz | TRPV1 agonist | PKM2 act | GALK inh | USP2a inh | Menin-MLL TR inh | B2AR arrestin
O=C1CCCCC1Sc1nnc(Nc2ccccc2)s1 (stereo not given) | 16 | 4 | 3 | 7% | -2 | ? | -15% | 0% | 10% | 1% | 0.2%
CCOC(=O)CCP(=O)(O)C(O)c1ccccc1 (stereo not given) | 33 | 13 | -16 | 2% | 2 | -3 | -4% | 0% | -1% | 5% | -0.1%
Cn1c(=O)c(C(=O)CN2CCCCCC2)c(N)n(Cc2ccccc2)c1=O | -24 | -12 | 12 | -3% | -1 | -3 | 0% | 5% | 1% | -4% | -0.4%
COc1cc(OC)cc(C(=O)NC(C(=O)Nc2ccc3c(c2)OCO3)C(C)C)c1 (stereo not given) | -31 | -15 | 10 | . | . | ? | . | . | 2% | . | 4.7%
COc1cc(/C=C2\SC(=S)N(C(Cc3ccccc3)C(=O)O)C2=O)ccc1O (stereo not given) | -2 | 2 | -9 | ? | 10 | 7 | -7% | 4% | 1% | . | 0.0%
COc1ccccc1NC(=S)NCc1cccs1 | 0 | -18 | -1 | 0% | 1 | 3 | 5% | 2% | 2% | 3% | -1.2%
COCCN1C(=O)N(c2ccc(OC)cc2)C(=O)C1CC(=O)Nc1cccc(F)c1 (stereo not given) | -3 | 6 | -10 | 21% | 1 | 3 | -1% | 0% | -1% | -1% | -1.1%
O=Cc1cnc(N2CCN(c3ccccc3)CC2)s1 | 19 | 27 | 8 | -7% | -1 | 13 | 0% | -2% | -1% | -1% | 5.0%
CCCCCCCN1C2=NCCCN2c2ccccc21 | -80* | 1 | -14 | -9% | 4 | -3 | 0% | -3% | 3% | -6% | -0.1%
CCOC(=O)c1cnc(Nc2nc3ccccc3o2)nc1CN1CCN(C)CC1 | 2 | 0 | -4 | -18% | -6 | 2 | 2% | -2% | 4% | -1% | -0.3%
CCC/C=N/NC(=O)c1ccc(F)cc1 | 10 | -20 | -6 | -7% | 1 | ? | 5% | -1% | 7% | 0% | -0.6%
O=C(CN1C(=O)C2CC=CCC2C1=O)OCCN1C(=O)c2ccccc2C1=O (stereo not given) | 4 | 14 | -1 | -11% | 4 | 3 | -2% | 3% | 1% | -1% | -0.5%
Cc1ccc(S(=O)(=O)Oc2ccccc2/C=N/Nc2ccc(C(=O)O)cc2)cc1 | 23 | 3 | 3 | -9% | 1 | 2 | 7% | -7% | 7% | . | 0.4%
COc1ccc(-c2c(C)n([O-])c3c([n+]2=O)CCCCC3)cc1 | -8 | 15 | 1 | 3% | 1 | -2 | -1% | 2% | -1% | 14% | -0.6%
O=C(N/N=C/c1sc(N2CCCCC2)nc1-c1cccs1)C1CC1 | -5 | -23 | -3 | -3% | -12 | ? | -1% | 10% | -2% | ? | 0.3%
CC(=O)Nc1cccc(NC(=O)CSc2nc(=O)n(CCCN3CCOCC3)c3c2CCC3)c1 | 5 | 2 | 1 | . | . | 6 | . | . | -4% | . | -0.3%
Cc1ccc(NC2=C(Cl)C(=O)OC2OC(=O)c2ccccc2C)cc1 (stereo not given) | 2 | -24 | -16 | -3% | 2 | 14 | 7% | 0% | 0% | 0% | 0.1%
CCOC(=O)c1ccc(OCCOc2cccc(C)c2)cc1 | -1 | -1 | 9 | -1% | -1 | -1 | 0%[11.5 µM] | -1% | 0% | 8% | -1.8%
Cc1ccc(C)c(NS(=O)(=O)c2ccc(OCC(=O)NCc3ccccn3)cc2)c1 | 2 | 18 | 1 | ? | 0 | 1 | -5% | -3% | 2% | 8% | 0.2%
CCOc1ccc(-c2csc(NC(=O)c3ccc(S(=O)(=O)N4CCc5ccccc5C4)cc3)n2)cc1 | -41 | 17 | -8 | 13% | 0 | -2 | -1% | -3% | 3% | ? | -2.1%
O=C(CNCc1ccccc1)NCCCN1CCCC1=O | -1 | 1 | -2 | 1% | 0 | -4 | . | . | -1% | -13% | 0.4%
CC(=O)NCc1ccc(S(=O)(=O)N/N=C/c2ccccc2)cc1 | -28 | -8 | -6 | -2% | 7 | -5 | 6% | 0% | 2% | 16% | -0.3%
COc1ccc(NC(=O)NCCc2ccc(Cl)cc2)cc1OC | 41 | -2 | . | -2% | 0 | ? | -1% | -2% | -5% | -2% | -0.9%
O=C(Cc1ccc(Br)cc1)OCC(=O)N1CCCCCC1 | 0 | 10 | 0 | . | . | . | . | . | 2% | . | 0.2%
COc1cc(CO)cc(-c2cc(CO)cc(OC)c2OC)c1OC | -16 | -24 | -12 | 1% | 3 | 1 | 15% | 1% | 0% | -7% | -0.1%

The listing continues.
SMILES | KCNH2 3.1 inh | Giardia killer | KCNH2 WT inh | CXXC DNA block | Coupling enz | TRPV1 agonist | PKM2 act | GALK inh | USP2a inh | Menin-MLL TR inh | B2AR arrestin
O=C(CSc1nc2ccccc2c(=O)n1-c1ccc(F)cc1)NC1CCS(=O)(=O)C1 (stereo not given) | 9 | -3 | -8 | . | . | 1 | . | . | 0% | . | 0.0%
NC(=NCCc1c[nH]c2ccccc12)NC(=O)c1ccc(Cl)cc1 | 2 | 8 | 5 | -12% | -5 | 0 | 6% | 0% | 2% | ? | -0.1%
Cc1cc(C)c(C)c(S(=O)(=O)N2CCC(C(=O)OCC(=O)NC3CCS(=O)(=O)C3)CC2)c1C (stereo not given) | 8 | -10 | -4 | . | . | . | . | . | 2% | . | 2.2%
COC(=O)CN1C(=O)NC2(CCCc3ccccc32)C1=O (stereo not given) | -31 | -28 | 3 | 11% | 0 | -4 | . | -1% | 1% | 4% | 0.4%
O=S(=O)(Nc1ccc(-c2ccc3nncn3n2)cc1)c1ccccc1F | -3 | 5 | -2 | . | . | 11 | . | . | 3% | . | 0.2%
CC(C)[C@@H](C(=O)N[C@@H](Cc1ccccc1)C(=O)O)N1C(=O)N2CCc3c([nH]c4ccccc34)[C@@]2(C)C1=O | -19 | 3 | 0 | -12% | -1 | 2 | 1% | . | 1% | 13% | -0.3%
c1nc(N2CCC3(CC2)OCCO3)c2[nH]cnc2n1 | 17 | 5 | -2 | -5% | -3 | 0 | 0% | . | 2% | 1% | -1.1%
Cc1cc(C)n(CC(C)O)c(=O)c1C#N (stereo not given) | 1 | 5 | -4 | 0% | -1 | 2 | -12% | -2% | 0% | 17% | -0.3%
O=C(COC(=O)c1cc(-c2cccs2)nc2ccccc12)NC1CCS(=O)(=O)C1 (stereo not given) | -2 | 0 | 5 | -5% | 2 | ? | 1% | 6% | 5% | ? | 0.0%
COc1ccc(Nc2nnc(Cc3ccccc3)c(=O)[nH]2)c(OC)c1 | 8 | 5 | -2 | 4% | -9 | 9 | -9% | -2% | 4% | 7% | 0.2%
COc1cccc(C(=O)NCCCn2ccnc2)c1 | 4 | -4 | 1 | 7% | 1 | 4 | 1% | 9% | 3% | -13% | -0.4%
O=C(CSc1nnnn1C1CC1)Nc1ccc(S(=O)(=O)N2CCOCC2)cc1 | -5 | -12 | -4 | . | . | 2 | . | . | 0% | . | 0.4%
CCOc1ccc(CCNC(=O)c2cccc3c2C(=O)N(CCOC)C3)cc1OCC | -4 | -14 | 4 | ? | -1 | -1 | . | 3% | 0% | -7% | -0.8%
C/C(=C\C(=S)Nc1ccccc1)Nc1cccc2ccccc12 | 0 | -4 | -8 | -3% | -49* | 8 | 12% | -1% | 0% | ? | -0.6%
COc1cccc(-n2nnnc2SCC(=O)NCCc2ccc(OC)c(OC)c2)c1 | 0 | 13 | 10 | 10% | 0 | 0 | -3% | 10% | 2% | 0% | 0.3%
CC(=O)c1cccc(N=Cc2c(O)c3ccccc3oc2=O)c1 | 25 | 4 | 5 | 2% | 0 | 4 | 0% | 1% | 6% | 4% | 0.2%
CCOc1ccc(-c2nc(S(=O)(=O)c3ccccc3)c(NCc3cccnc3)o2)cc1 | -14 | 0 | -2 | 0% | -6 | -1 | 0% | -2% | 0% | 8% | 0.8%

Source: PubChem BioAssay
